SIRT5 block: SIRT5 desuccinylase inhibitors, primary screen, biochemical, fluorescence imaging, single point, set 5 | NAD-dependent protein deacylase sirtuin-5, mitochondrial (Homo sapiens), Q9NXA8 | Purified SirT5, succinyl-peptide AMC, trypsin-coupled fluorescence | inhibition, % at 15 µM | hit rate 1.1% among 330,000; in the data active means inhibition above about 15%
Cneo AK release: Cryptococcus neoformans cell lysis inducers, primary screen, AK release luminescence, single concentration | C. neoformans lysis, adenylate kinase release luminescence, 4 h; normalised: neutral wells 0, clomiphene wells 100 | lysis activity, % at 15 µM | hit rate 0.2% among 360,000 | AID 651654, 2012;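 active means mean lysis activity across replicates of at least 80%, whatever share of replicates individually reach that level; inactive means mean lysis activity below 80%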
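read-out = cell lysis signal | test system = log-phase Cryptococcus neoformans yeast cells | input = cells at 5 × 10^6 per mL | medium = fresh YPD growth medium | signal = luminescent adenylate kinase detection reagent | timing = 4 h at 37 °C static, read 1 h later | dosing = single dose | controls = Clomiphene as positive lysis control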
S100A4 MyoIIA: inhibitors of S100A4-myosin IIA peptide binding, primary screen, biochemical, fluorescence polarization, TAMRA-MyoIIA peptide; inhibition, % at 10.7 µM; hit rate 0.14% among 360,000; AID 652163, 2013;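 active means mean inhibition of at least 70% across replicates, with every replicate also reaching that level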
Target sequence (P26447 whole entry, looked up): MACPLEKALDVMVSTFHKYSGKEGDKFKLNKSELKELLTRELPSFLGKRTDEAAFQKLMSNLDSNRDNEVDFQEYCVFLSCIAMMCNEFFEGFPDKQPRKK
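Material: S100A4 monomer (human). Medium: Calcium-containing HEPES buffer, pH 7.2. Probe or stimulus: labelled myosin peptide probe, 5 nM. Compound dosing: one concentration per compound. Timing: polarization read 5 min after assay mix addition, stable 5–60 min. Benchmarks: DMSO as neutral control, TFP as positive control.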
LGR2 antag: inhibitors of bursicon-induced LGR2 CRE-luciferase signal, primary screen, cell-based, HEK293, CRE-luciferase reporter, bursicon stimulation; Drosophila bursicon receptor LGR2 (rickets); bursicon-stimulated, 4 h; inhibition, % at 9.99 µM; hit rate 0.35% among 380,000; AID 720647, 2013;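 active means drop in luminescence signal, shown as inhibition above about 50% in the replicate tests, limit read from the data, passing the limit was not always enough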;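 further: agonist challenge used bursicon conditioned medium at about half maximal strength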
ERAP1 HTS inh: human ERAP1 aminopeptidase inhibitors, primary screen, biochemical, single point, plate reader | hit rate 0.15% among 340,000 | recombinant ERAP1, Leu-AMC fluorescence, 60 min | inhibition, % at 10.7 µM;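 active means mean replicate inhibition of at least 30%, or all replicates individually reaching that 30% level; inactive means mean below 30% and not every replicate reaching it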;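 further: 0% = neutral control wells and 100% = L-leucinethiol positive control wells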
Target sequence (Q9NZ08 whole entry, looked up): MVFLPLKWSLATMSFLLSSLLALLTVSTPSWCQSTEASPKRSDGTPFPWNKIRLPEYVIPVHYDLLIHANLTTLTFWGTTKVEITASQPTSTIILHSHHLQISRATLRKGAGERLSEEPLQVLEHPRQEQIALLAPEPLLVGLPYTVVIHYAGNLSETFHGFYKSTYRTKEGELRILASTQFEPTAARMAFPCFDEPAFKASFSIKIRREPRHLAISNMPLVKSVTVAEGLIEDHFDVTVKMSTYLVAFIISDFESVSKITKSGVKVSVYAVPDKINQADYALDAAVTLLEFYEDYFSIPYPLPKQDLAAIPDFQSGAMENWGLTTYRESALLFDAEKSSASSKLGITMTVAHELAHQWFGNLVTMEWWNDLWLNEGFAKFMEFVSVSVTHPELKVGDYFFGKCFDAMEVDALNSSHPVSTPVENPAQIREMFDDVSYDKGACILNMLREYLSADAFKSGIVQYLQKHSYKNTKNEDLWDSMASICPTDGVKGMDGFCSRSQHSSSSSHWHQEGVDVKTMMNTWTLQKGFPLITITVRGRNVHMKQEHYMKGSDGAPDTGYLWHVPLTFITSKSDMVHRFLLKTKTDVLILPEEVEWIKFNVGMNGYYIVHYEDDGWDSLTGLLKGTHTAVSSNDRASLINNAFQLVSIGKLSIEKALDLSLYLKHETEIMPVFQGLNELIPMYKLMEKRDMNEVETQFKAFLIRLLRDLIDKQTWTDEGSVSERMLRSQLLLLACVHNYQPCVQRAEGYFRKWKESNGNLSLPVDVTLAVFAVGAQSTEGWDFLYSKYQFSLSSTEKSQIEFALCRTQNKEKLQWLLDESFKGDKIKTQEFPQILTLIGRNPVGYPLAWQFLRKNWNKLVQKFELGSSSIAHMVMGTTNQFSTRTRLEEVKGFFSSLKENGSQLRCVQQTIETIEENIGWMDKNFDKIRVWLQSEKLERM
PGC1a acetyl inh: inhibitors of PGC1a acetylation signal, primary screen, cell-based, U2OS, AlphaScreen, inhibitor mode. AlphaScreen anti-acetyl-lysine; with virally co-expressed GCN5 acetyltransferase. hit rate 0.17% among 350,000. inhibition, % at 15.6 µM. AID 651687, 2012;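 active means every replicate shows inhibition of at least 40%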;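 further: 0% = neutral control wells and 100% = positive control wells; some results beyond the cut were filed as inactive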
Xi reactivation: activators of inactive X chromosome reactivation, primary screen, imaging, XiGFP fibroblasts, GFP high-content imaging, set 2; activation, % at 7.58 µM; XiGFP mouse fibroblasts, % GFP-positive cells imaging, 3 d; cells co-treated with 5-aza-dC sensitizer; scaled so ellipticine positive control = 100%; hit rate 0.055% among 360,000;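 active means mean normalized replicate activation at least 10% and every replicate at or above 10%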;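 further: 0% = median of on-plate neutral control wells and 100% = ellipticine 6 µM median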
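Material: XiGFP fibroblasts, SV40-immortalized. Buffer or medium: DMEM plus 5-aza-dC sensitizer. Compound: single concentration per compound, delivered by pin transfer. Times: 3 days compound exposure. Controls: ellipticine 6 µM.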
Statin myotox sup: suppressors of statin myotoxicity in C2C12 myotubes, primary screen, cell-based, single point, plate reader; AID 602340, 2012; hit rate 0.78% among 330,000; C2C12 myotubes + simvastatin, ATP luminescence, 48 h; scaled: DMSO 0, geranylgeraniol control 100; rescue of ATP level, % at 7.49 µM;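 active means mean ATP rescue above about 67%, or every replicate alone reaching that limit, limit read from the data, passing the limit was not always enough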;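 further: myotubes were challenged with 10 µM simvastatin during compound exposure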
An asterisk follows results filed as active; . = not tested or not shown; & = joins results of further samples. The list is partial, so the mix of outcomes need not match the whole.

Value order: SIRT5 block, Cneo AK release, LGR2 antag, ERAP1 HTS inh, S100A4 MyoIIA, PGC1a acetyl inh, Xi reactivation, Statin myotox sup
1. C=CCNc1nc(Cl)nc(Nc2ccc(OC)cc2OC)n1
→ 0, -4, 2, 2, -3, 7, 0.0, -3
2. CCOc1ccc(NC(=S)NC(=O)c2cncc(Br)c2)cc1
→ -1, ., 5, ., 4, 3, -0.1, .
3. Cc1noc(C)c1CSCC(=O)Nc1cccc(C(F)(F)F)c1
→ -1, -5, 20, -3, 3, -7, 0.2, 6
4. Cc1ccc(NS(=O)(=O)c2c(C)[nH]c(C)c2C(=O)N2CCCCC2)cc1Cl
→ -1, 2, 3, 4, -2, -12, 0.0, 3
5. O=C(C[C@H]1C=C[C@@H](NC(=O)Nc2ccc(F)cc2)[C@@H](CO)O1)NCCN1CCCC1
→ -2, 1, -12, 0, -7, -2, -0.1, 14
6. CC(C)NC(=O)Nc1ccc2c(c1)C(=O)N([C@@H](C)CO)C[C@@H](C)[C@@H](CN(C)C(=O)Nc1cccc3ccccc13)OCCCC[C@@H](C)O2
→ 1, -3, 1, -1, -8, 23, 0.0, .
7. Cc1ccccc1-c1ccc2c(c1)O[C@H](CN(C)C(=O)C1CC1)[C@H](C)CN([C@H](C)CO)S2(=O)=O
→ 3, -1, 0, 3, 4, 4, 0.0, -8
8. COc1ccc(S(=O)(=O)Nc2ccc3c(c2)C(=O)N([C@H](C)CO)C[C@H](C)[C@H](CN(C)S(=O)(=O)c2ccccc2)OCCCC[C@H](C)O3)cc1
→ 17*, ., 10, -4, -2, -9, 0.2, .
9. CCOc1ccc(S(=O)(=O)Nc2cccc(C(=O)NCC(c3ccccc3)N(C)C)c2)cc1 (centres undefined)
→ -2, 0, -10, 5, -3, ., -0.1, 25
10. COC(=O)[C@]1(Cc2ccccc2)N[C@H](CN(C)C(=O)c2ccc(C(C)(C)C)cc2)[C@@H]2C(=O)N(Cc3ccccc3)C(=O)[C@@H]21
→ 0, 1, 8, 1, 1, -7, 0.6, 6
11. CCN1CCN(C(=O)c2c(-c3c(Cl)cccc3Cl)noc2C)CC1
→ -5, 10, -5, 0, 2, -1, 0.1, 29
12. CC(C)c1ccc(NC(=O)NCc2ccc(F)cc2)cc1
→ -1, ., -2, 1, 7, ., 0.2, .
13. COc1ccc(S(=O)(=O)Nc2ccc3c(c2)[C@H]2C[C@@H](CC(=O)NCC4CC4)O[C@H](CO)[C@H]2O3)cc1
→ 13, -11, -21, -2, -8, 2, 0.2, -10
14. COCCCNC(=O)C1CCC(CNS(=O)(=O)c2ccc3c(c2)N(C(C)=O)CCO3)CC1 (centres undefined)
→ 2, -13, 0, 3, -1, ., 0.0, -17
15. Cc1ccc(NC(=O)c2ccco2)c([N+](=O)[O-])c1
→ 1, ., -43, -2, -2, 2, 0.0, .
16. CCOC(=O)CC1C(=O)NCCN1C(=O)c1cccc(C(F)(F)F)c1 (centres undefined)
→ ., 0, -2, ., ., 5, ., -9
17. CCOC(=O)C1CCCN(c2c(NCCc3ccc(Cl)cc3)c(=O)c2=O)C1 (centres undefined)
→ -2, 2, -10, 3, -1, 4, 0.2, -14
18. CSc1nnc(SCC#N)s1
→ 0, 2, 1, -2, -2, 6, 1.5, 6
19. COc1cccc(CCC(=O)Nc2cc3c(cc2C(=O)O)OCCCO3)c1OC
→ -3, -1, 2, -1, 5, -1, -0.7, -12
20. C[C@H]1CN([C@@H](C)CO)C(=O)Cc2cc(NC(=O)c3ccncc3)ccc2O[C@@H]1CN(C)Cc1ccc2c(c1)OCO2
→ 5, -11, -1, 0, 6, 8, -0.2, 11

Four compounds from above, arranged by their value in ERAP1 HTS inh, low to high.
nr | Compound | SIRT5 block | LGR2 antag | ERAP1 HTS inh | S100A4 MyoIIA | PGC1a acetyl inh
15 | Cc1ccc(NC(=O)c2ccco2)c([N+](=O)[O-])c1 | 1 | -43 | -2 | -2 | 2
19 | COc1cccc(CCC(=O)Nc2cc3c(cc2C(=O)O)OCCCO3)c1OC | -3 | 2 | -1 | 5 | -1
20 | C[C@H]1CN([C@@H](C)CO)C(=O)Cc2cc(NC(=O)c3ccncc3)ccc2O[C@@H]1CN(C)Cc1ccc2c(c1)OCO2 | 5 | -1 | 0 | 6 | 8
17 | CCOC(=O)C1CCCN(c2c(NCCc3ccc(Cl)cc3)c(=O)c2=O)C1 (centres undefined) | -2 | -10 | 3 | -1 | 4

(next part)
Value order: SIRT5 block, Cneo AK release, LGR2 antag, ERAP1 HTS inh, S100A4 MyoIIA, PGC1a acetyl inh, Xi reactivation, Statin myotox sup
21. Cc1ccc(S(=O)(=O)N[C@@H]2CC[C@H](CC(=O)NCCc3ccncc3)O[C@H]2CO)cc1
→ -1, -1, -11, -1, -8, 4, -0.8, -2
22. O=S(=O)(/N=S1\CC=CCN1S(=O)(=O)c1ccccc1)c1ccccc1 (centres undefined)
→ -3, ., ., 12, -2, 4, 0.0, .
23. O=C(Nc1nc(-c2cc(F)ccc2F)cs1)C1=COCCO1
→ -2, 3, 4, 2, -1, ., 0.4, 5
24. N#Cc1cccnc1Nc1ccc(Cl)cc1
→ 0, 1, 25, 1, 2, ., 0.1, -5
25. Cc1ccc(C(=O)N/C(=C\c2cn(C)c3ccccc23)C(=O)N2CCN(C)CC2)cc1
→ 1, 4, -5, 5, 0, 3, 0.0, 3
26. CCc1sc(C(=O)NCCc2ccc(S(N)(=O)=O)cc2)cc1Br
→ -7, 1, -53, -2, -9, 5, 0.0, -25
27. O=C(Nc1ccc(C(F)(F)F)cc1)N1[C@@H]2CNC[C@H]1C2c1ccc(-c2ccccc2F)cc1 (some centres undefined)
→ 2, ., -1&-7, 1, -11, -1, 0.1&0.0, .
28. O=C(CCS(=O)(=O)c1ccc(Cl)cc1)Nc1ccccc1Br
→ -4, -2, -1, -1, -2, 1, 0.1, -5
29. CC(=O)N(C)C[C@@H]1Oc2cc(C#Cc3ccccc3F)ccc2S(=O)(=O)N([C@H](C)CO)C[C@@H]1C
→ 1, 2, 4, -3, 6, 7, 0.0, 9
30. O=C(O)c1cn(-c2ccccc2)nc1-c1cccnc1
→ ., -1, 3, ., ., 2, ., 7
31. O=C(Nc1ccc(Cl)cc1)C(c1ccccc1)N1CCOCC1 (centres undefined)
→ -4, ., ., 1, 1, ., 0.2, .
32. C[C@H](CO)N1C[C@H](C)[C@@H](CN(C)S(=O)(=O)c2ccccc2F)OCc2cn(nn2)CCCC1=O
→ -1, -1, -8, 0, 23, -2&-1, -0.4, 1&-2
33. C=CCOc1ccc(C2NC(=O)c3ccccc3O2)cc1 (centres undefined)
→ 0, 2, 5, ., -1, -5, 0.1, -13
34. Fc1ccc(-c2onc3ccc(C4OCCO4)cc23)cc1
→ -2, ., 4, 3, -5, -29, 0.0, .
35. COc1ccc2c3c([nH]c2c1)[C@@H](CO)N(C(=O)CN1CCOCC1)CC31CCN(CC2CCCC2)CC1
→ -1, ., 2, 2, -4, -1, 0.0, .
36. O=C(OCCOc1cccc(Cl)c1)c1cc(S(=O)(=O)N2CCCCC2)ccc1N1CCOCC1
→ -3, 6, 15, -1, -2, ., 0.0, .
37. Cc1nc2cc(OCc3cc(C(=O)NC(C)c4cn(C)nc4C)no3)ccc2s1 (centres undefined)
→ 2, 1, 7, 0, 3, -3, 0.1, .
38. O=[N+]([O-])c1ccc(COc2cccc(CN3CCCCC3)c2)cc1
→ ., 0, -5, ., 26, 3, 0.0, -5
39. Cc1n[nH]c(C)c1S(=O)(=O)N(CC(=O)Nc1ccc2c(c1)OCCO2)c1ccc(C(C)C)cc1
→ ., -2, 8, ., -3, -14, 0.1, -2
40. O=C(Cc1ccncc1)N1CC[C@@H]2[C@@H](CO)Nc3ccc(C4=CCCCC4)cc3[C@@H]21
→ -4, ., -3, ., ., 7, 0.2, .

Record cards, from the list above. Order of values: SIRT5 block, Cneo AK release, LGR2 antag, ERAP1 HTS inh, S100A4 MyoIIA, PGC1a acetyl inh, Xi reactivation, Statin myotox sup
`O=[N+]([O-])c1ccc(COc2cccc(CN3CCCCC3)c2)cc1` is entered as ., 0, -5, ., 26, 3, 0.0, -5
`C=CCOc1ccc(C2NC(=O)c3ccccc3O2)cc1` (centres undefined) is entered as 0, 2, 5, ., -1, -5, 0.1, -13

Continued:
Value order: SIRT5 block, Cneo AK release, LGR2 antag, ERAP1 HTS inh, S100A4 MyoIIA, PGC1a acetyl inh, Xi reactivation, Statin myotox sup
41. CC(C)(C)NC(=O)Cn1c(=O)oc2cc(S(=O)(=O)N3CCc4ccccc43)ccc21
→ ., -1, 3, ., -4, -9, 0.1, 3
42. CN(CC(=O)Nc1ccc(F)cc1)C(=O)COc1ccccc1Cc1ccccc1
→ 2, -3, 9, -3, 2, -5, 0.1, 13
43. Cc1nc(-c2ccncc2)sc1C(=O)Nc1ccc(Br)cc1
→ -4, ., 16, -3, -1, 30, 0.0, .
44. C[C@@H]1CN([C@@H](C)CO)C(=O)c2cc(Br)cnc2O[C@@H]1CN(C)Cc1cccc(F)c1
→ -20, 0, -4, 3, 16, -6, -1.1, .
45. O=C(OCC(=O)c1ccc[nH]1)c1ccc(C(F)(F)F)cc1
→ ., 0, -3, -1, 0, -2, 0.0, -1
46. Cc1occc1-c1nnc(SCC(=O)Nc2ccccc2)n1C
→ -4, 0, 25, -3, 2, 15, 0.0, -6
47. Cc1ccc(NC(=O)COC(=O)C2(c3ccc(Cl)cc3)CCCC2)cc1
→ -1, -9, ., 1, -9, -26, 0.0, .
48. Cn1cccc1Cc1nnc(SCC(=O)NC2CCCCC2)n1CCc1ccccc1
→ -5, 1, -7, -3, -2, 1, 0.2, -4
49. CNC[C@@H]1Oc2cc(C#Cc3ccccc3F)ccc2S(=O)(=O)N([C@H](C)CO)C[C@H]1C
→ 0, 47, -13, 6, -10, 9, 0.3, 0
50. COc1cccc(S(=O)(=O)N(C)C[C@H]2Oc3cc(C#CCN(C)C)ccc3S(=O)(=O)N([C@@H](C)CO)C[C@@H]2C)c1
→ 1, 50, -5, 0, -4, -10, 0.3, -36
51. O=C(CSc1ccc(-c2cccnc2)nn1)c1ccc([N+](=O)[O-])cc1
→ 0, ., 9, 1, -3, 10, 0.1, 4
52. Oc1csc(Cc2nc(-c3ccccc3F)cs2)n1
→ 0, ., -1, 3, -11, -2, 0.0, .
53. Cc1ccc(Cl)cc1NC(=O)C1CC(=O)Nc2ncnn21 (centres undefined)
→ -3, -2, 8, -3, 1, 12, 0.0, 5
54. Cc1csc2nc(O)c(C(=O)NCCN3CCOCC3)c(=O)n12
→ -4, 10, 0, 3, -10, ., 2.1, 1
55. CCc1ccc(NC(=O)CSc2nnc(CNC(=O)c3cccs3)o2)cc1
→ -2, -2, 20, -6, -1, 3, 0.1, 6
56. CC(C)CC#Cc1ccc2c(c1)O[C@@H](CN(C)CC1CCOCC1)[C@H](C)CN([C@@H](C)CO)S2(=O)=O
→ -14, 2, -2, -3, 7, 12, -1.0, -110
